Assay outcomes: PubChem, several laboratories
CaV13 ICDI inh: Disruptors of the CACNA1D IQ motif to Ca2+-dependent inactivation inhibitor domain association, primary screening, Förster resonance energy transfer in intact living …; HEK cells, CFP/YFP FRET ICDI-IQ, plate reader, 10 min; percent FRET-ratio fall versus neutral wells; inhibition, % at 12.3 µM; hit rate 0.098% among 340,000; AID 743397;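 active = mean replicate inhibition of at least 30% and at least 1% of replicates passing that level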;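 note: 0% = median of the neutral control wells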
Shn3 3UTR inh: inhibitors of Schnurri-3 3'UTR reporter in osteoblasts | AID 588674 | hit rate 0.52% among 360,000 | inhibition, % at 12.5 µM | Clone20 osteoblast Shn3 3'UTR firefly luciferase, 24 h;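 active = mean inhibition of at least 75% with every replicate also reaching 75%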;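 note: 0% = median of neutral control wells and 100% = pilot-screen positive control compound; some compounds past the cut are filed as inactive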
Vif imaging: HIV Vif inhibition. HEK293T cells, Vif self-association by quenched fluorescence, imaging, 24 h. inhibition, % at 7.49 µM. hit rate 0.35% among 340,000. AID 602346; in the data active = inhibition above about 50%, passing the limit was not always enough; note: some results filed as inactive read as strong as hits
CF NFkB inh: inhibitors of cystic fibrosis induced NF-kB | KKLEB NF-kB-GFP reporter, PAF-induced, GFP fluorescence overnight | inhibition, % at 5 µM | hit rate 0.86% among 360,000 | AID 588850;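 active = at least 50% inhibition at 5 µM, scaled per plate between neutral and stimulator controls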;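 note: PAF is a Pseudomonas aeruginosa culture filtrate used as stimulus; plate controls were PAF-stimulated DMSO wells for no effect and unstimulated DMSO wells for full effect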
NR2E3 ag-1: activates human NR2E3 receptor; Q9Y5X4; inhibition of corepressor binding, % at 3.98 µM; AID 602229; hit rate 0.35% among 360,000; CHO-S Gal4-NCOR/VP16-NR2E3 two-hybrid, luciferase;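 active = inhibition above the mean of all tested compounds plus 3 SD, cut at about 70% in these data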;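 note: 0% = DMSO with NR2E3 transfected cells and 100% = cells lacking NR2E3 construct; higher means lower luciferase signal from less NR2E3 corepressor binding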
Target sequence (Q9Y5X4 whole entry, looked up, the tested form may be a part): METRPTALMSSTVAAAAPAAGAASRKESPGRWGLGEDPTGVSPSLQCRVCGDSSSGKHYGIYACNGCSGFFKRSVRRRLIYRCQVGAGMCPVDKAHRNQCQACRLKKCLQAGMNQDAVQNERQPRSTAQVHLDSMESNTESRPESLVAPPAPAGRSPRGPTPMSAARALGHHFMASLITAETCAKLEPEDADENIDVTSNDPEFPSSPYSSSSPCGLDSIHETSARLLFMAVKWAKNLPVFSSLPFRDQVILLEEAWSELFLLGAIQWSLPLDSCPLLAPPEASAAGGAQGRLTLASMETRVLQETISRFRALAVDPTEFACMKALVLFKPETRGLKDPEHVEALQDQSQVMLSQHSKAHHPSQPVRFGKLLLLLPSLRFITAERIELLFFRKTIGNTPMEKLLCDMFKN
PDI inh: blocks human protein disulfide isomerase activity | inhibition, % at 10 µM | PDI insulin aggregation turbidity, A650, 90 min | hit rate 0.052% among 350,000 | P07237;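 active = mean inhibition across replicates of 30% or more, whatever share of single replicates reach that level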;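 note: absorbance from insulin aggregation driven by PDI reduction with DTT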
Target sequence (P07237 whole entry, looked up): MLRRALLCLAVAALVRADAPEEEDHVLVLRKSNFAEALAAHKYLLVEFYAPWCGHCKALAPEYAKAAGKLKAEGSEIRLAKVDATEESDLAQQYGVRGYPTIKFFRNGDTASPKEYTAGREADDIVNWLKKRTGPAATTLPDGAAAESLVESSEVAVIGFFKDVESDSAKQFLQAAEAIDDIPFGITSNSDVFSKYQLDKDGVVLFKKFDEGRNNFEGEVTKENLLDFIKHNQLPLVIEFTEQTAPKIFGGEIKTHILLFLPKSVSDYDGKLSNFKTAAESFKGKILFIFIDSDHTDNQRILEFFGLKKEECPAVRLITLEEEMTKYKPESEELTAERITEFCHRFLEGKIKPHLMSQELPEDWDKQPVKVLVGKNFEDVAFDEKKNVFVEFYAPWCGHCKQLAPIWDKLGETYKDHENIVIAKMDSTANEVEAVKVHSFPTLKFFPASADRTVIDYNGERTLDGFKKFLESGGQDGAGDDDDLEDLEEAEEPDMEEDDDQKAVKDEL
MITF TRPM1 inh: inhibitors of MITF-driven TRPM1 promoter in melanoma cells | SK-MEL-5 TRPM1 promoter luciferase, 24 h | inhibition, % at 12.5 µM | hit rate 0.83% among 330,000;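 active = mean inhibition across replicates of 60% or more, whatever share of single replicates reaches that level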; note: values of inactives mirror those of a sister screen read the other way
KKLEB tox: reduces viability of KKLEB cystic fibrosis airway cells; hit rate 0.36% among 360,000; activity change (cytotoxicity), % at 5 µM; KKLEB CF airway cells viability, ATPlite luminescence, overnight; hits give low values; cells stimulated with P. aeruginosa culture filtrate;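 active = corrected activity change at or below -50% at 5 µM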
NR2E3 ag-2: activates human photoreceptor nuclear receptor NR2E3; Q9Y5X4; GST-NR2E3/biotin-RetCOR TR-FRET, 1536-well; inhibition of corepressor binding, % at 4.78 µM; hit rate 0.12% among 320,000; AID 2300;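 active = percent inhibition above the cutoff of mean plus 3 SD of all tested compounds, set per screening campaign, cut at about 20% in these data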;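 note: 0% = DMSO wells and 100% = biotin wells as full block of FRET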
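Assay system: NR2E3–RetCOR corepressor complex. Quantity: 1.35 nM GST-NR2E3. Buffer or medium: pH 7.5 Tris-based buffer. Reagent: biotinylated RetCOR corepressor at 7 nM final. Schedule: 5 h at 4 °C. Detection: TR-FRET, emission read at 617 and 671 nm. Replicates: one well per compound, singlicate testing.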
Peg3 promoter: inhibitors of Peg3 promoter | HeLa PEG-Prom luciferase reporter, luminescence, overnight | inhibition, % at 20 µM | hit rate 1.7% among 360,000;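 active = inhibition of at least 50% at 20 µM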
HIF-2a block: inhibitors of HIF-2a | 786-0 RCC cells HIF-2a reporter, luciferase luminescence, overnight | inhibition, % at 18.8 µM | hit rate 0.72% among 360,000 | AID 624352;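 active = inhibition of the luminescence signal of 40% or more relative to plate controls, in a single-dose primary screen at 18.75 µM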
* hit, by the source's call; . = no result given.

SMILES	CaV13 ICDI inh	Shn3 3UTR inh	Vif imaging	CF NFkB inh	NR2E3 ag-1	PDI inh	MITF TRPM1 inh	KKLEB tox	NR2E3 ag-2	Peg3 promoter	HIF-2a block
COc1cc2oc3cc(C)oc(=O)c3c2cc1OC	-16	-24	-8	-29	-9	-4	-4	2	0	-44	-33
Cc1cccc2cc(CN(CC3CCCO3)C(=O)c3ccncc3)c(=O)[nH]c12 (configuration not stated)	-4	-4	0	-3	-4	5	-5	5	-3	-1	18
COc1cc2c(c(O)c1OC)C(=O)C(OC)CCC2 (configuration not stated)	.	-9	12	-6	-12	29	4	3	6	-1	12
O=C(NC1CCCCCC1)C(=S)N1CCCC1	-3	3	3	8	-21	-3	0	10	2	-1	10
Cc1c(C(=O)NCC2CCCO2)sc2nc(-c3ccccc3)cn12 (configuration not stated)	-5	-40	2	26	-49	.	.	-17	2	-112	-158
COCCNC(=O)CCc1nnc(C2(c3ccc(Cl)cc3)CCC2)o1	-5	-4	-1	-7	1	0	-20	0	2	-18	6
CCCCc1c(O)nc2n(c1=O)CCS2	.	-1	.	-5	-8	0	9	5	6	5	3
O=C(N1CCOCC1)N1CCN(S(=O)(=O)c2ccc(Cl)cc2)C1	-3	14	7	-1	-21	1	4	-3	2	20	16
O=C1OC(=O)c2c(Br)c(Br)c(Br)c(Br)c21	.	-2	15	-1	13	.	9	7	3	-8	17
CCOC(=O)C1CCCN(c2c(NCCN(C)Cc3ccccc3)c(=O)c2=O)C1 (configuration not stated)	-7	-15	8	-14	12	-2	-14	15	0	17	7
CCCCCn1c(=O)c2ccccc2n2c(=S)[nH]nc12	-18	12	5	17	-30	-11	10	-15	-2	13	3
CCOC(=O)c1cc(-c2csc(COc3ccc(Cl)cc3)n2)on1	0	12	-3	-3	8	7	5	6	4	-5	15
COCCCNC(=O)c1cc2c(=O)n3cccc(C)c3nc2n(C(C)C)c1=N	-2	-2	-5	-2	-8	-3	-6	-18	0	-11	7
c1csc(-c2nc3ccccc3s2)c1	-13	-88	-1	-2	-26	14	-76	-1	-1	-252	-277
O=C(CN1CCCC1)Nc1ccc(F)c(Cl)c1	-6	2	15	-29	15	-2	-3	-6	1	7	3
CC(C)CC(=O)Nc1nnc(SCC(=O)Nc2ccc(F)cc2)s1	-3	-10	.	19	1	0	-11	10	-1	-12	-14
CCOC(=O)N1CCc2c(sc3c2C(=O)NC(c2ccccc2)N3)C1 (configuration not stated)	.	-13	-3	10	-37	15	-2	5	-2	-43	-105
COCCNc1nc(Oc2ccc(Cl)c(Cl)c2)c2sccc2n1	-5	8	-3	4	2	-1	.	19	.	9	3
Cc1ccc(Cn2c(C(C)Nc3nc(-c4ccc(C)cc4)cs3)nc3cc(Cl)c(Cl)cc32)cc1 (configuration not stated)	-3	7	2	-21	-18	-9	-3	-4	3	-4	-5
CC(OC(=O)C1CCN(c2ccc(C(F)(F)F)cn2)CC1)C(=O)c1ccccc1 (configuration not stated)	-5	2	0	-19	-3	4	9	-1	7	2	-8
N#C/C(=C\c1ccc(Cl)cc1)c1n[nH]c(Cn2cncn2)n1	-5	-12	6	9	-13	-3	-2	1	0	5	-2
CCOC(=O)c1ccc(NC(=O)CSc2nc3cccnc3n2C)cc1	-2	29	-9	1	24	-12	0	-7	-1	-2	11
CC(=O)OCC(=O)C1(O)CCC2C3CCC4CC(O)CCC4(C)C3C(=O)CC21C (configuration not stated)	.	23	-8	-21	1	.	.	10	.	6	10
Cc1cc(=O)[nH]c(SCC(=O)Nc2c(C)n(C)n(-c3ccccc3)c2=O)n1	-5	-30	13	1	-7	4	6	-14	-1	7	4
COc1ccc(OCC(=O)OCC(=O)Nc2cc(S(=O)(=O)N3CCOCC3)ccc2Cl)cc1	-5	2	-5	-3	-1	9	-2	13	.	2	2

More records follow:
SMILES	CaV13 ICDI inh	Shn3 3UTR inh	Vif imaging	CF NFkB inh	NR2E3 ag-1	PDI inh	MITF TRPM1 inh	KKLEB tox	NR2E3 ag-2	Peg3 promoter	HIF-2a block
CCOc1ccc(C(C)=O)cc1CSc1nnc(-c2ccoc2C)n1N	-5	16	4	-7	-5	0	3	-1	7	6	20
CN1CCN(C(=S)Nc2ccc(Oc3ccccc3)cc2)CC1	-1	11	1	22	6	-20	1	-9	3	5	-1
CNC(=O)c1cc(C(=O)c2c(Cl)cccc2Cl)c[nH]1	-4	-10	1	-13	0	3	-5	4	0	-8	5
CC(C)=CC(=O)N1CCCC(N2CCN(c3ccc(F)cc3)CC2)C1 (configuration not stated)	-5	-5	-7	7	-20	0	1	2	1	7	12
Cc1cc(F)ccc1-c1cc(C(=O)NCc2cccc(C(F)(F)F)c2)[nH]n1	-4	-3	17	-29	-5	-10	.	3	.	5	-9
CCC1(C)Cc2c(sc(NC(=O)CCC(=O)O)c2C#N)CO1 (configuration not stated)	.	-13	11	7	11	6	-4	7	-2	11	-4
COc1cc(C(=O)NCC(=O)N2CCN(S(=O)(=O)c3ccccc3)CC2)cc(OC)c1OC	-14	-7	3	8	-4	6	6	0	4	-5	16
Cc1ccc(N(CC(=O)NCc2ccccc2)C(=O)c2csnn2)cc1	-7	-11	-3	3	15	1	-11	-4	3	-31	-35
O=C1/C(=C\Nc2ccc(OC(F)(F)F)cc2)CCN1c1ncccn1	-1	-15	3	12	-1	2	-40	-7	-1	-103	-54
Cc1ccc(NC(=O)CCC(=O)c2cccs2)nc1	-3	-16	-14	-17	-4	-3	-17	14	2	-110	-98
Cc1cc(/C=N/n2cnnc2)c(C)n1-c1ccc2ncccc2c1	2	32	-6	17	-8	4	15	-2	-1	-2	13
CCSc1nnc2n(-c3ccc(OC)cc3)c(=O)c3c4c(sc3n12)CCCC4	-5	-22	1	16	15	-3	-10	-8	-2	23	7
O=C(/C=C/c1ccc(O)cc1)c1ccc(O)cc1O	-5	-70	-1	-9	-26	41*	-31	-5	0	-155	-15
O=C(Nc1scc(-c2ccccc2)c1C(=O)O)c1ccccc1F	-6	-12	-2	-7	-67	15	-6	12	3	-159	-221
O=C(CNC(=O)c1ccco1)N=Nc1c(O)[nH]c2ccc(Br)cc12	-7	-4	1	-1	-9	0	-5	-4	-8	-20	-10
O=C(O)c1cccc(CN2C(=O)CSC2=O)c1	-5	0	3	8	7	-18	-6	-2	3	33	22
CCOC(=O)C1=NN(C(=O)Nc2cccc(C(F)(F)F)c2)C2C(=O)N(c3cccc(C(F)(F)F)c3)C(=O)C12 (configuration not stated)	-5	2	-2	2	15	-18	-8	11	1	9	7
CC(C)CN(C(=O)c1ccc(=O)n(C)n1)c1nc2ccccc2s1	-4	-31	2	-16	-40	8	-21	23	0	-109	-151
COc1ccc(-c2cn(-c3ccc(C)cc3)c(=O)n2CC(=O)Nc2ccc(OC)c(OC)c2)cc1	.	-6	7	-16	-35	3	3	13	2	-45	-60
CSCCC(NC(=O)c1ccco1)C(=O)Nc1ccc(C)c(S(=O)(=O)N2CCOCC2)c1 (configuration not stated)	-7	6	.	-6	-2	4	-7	-7	-2	16	17
COc1ccccc1CC(=O)Nc1ccon1	-2	4	56*	-9	-29	4	10	-14	-1	8	6
COc1ccc(-c2nc3c4ccccc4ccn3c2Cc2ccccc2C(F)(F)F)cc1OC	-6	22	.	-8	-21	.	.	-6	.	7	-30
COc1cccc(C2/C(=C(/O)c3ccc4c(c3)CC(C)O4)C(=O)C(=O)N2CCCn2ccnc2)c1 (configuration not stated)	-14	2	-1	20	-3	-1	-17	-1	5	0	-31
Cc1cccc(OCCN2C(=O)C(=O)c3cc(C)ccc32)c1	-4	19	3	54*	-28	11	11	-14	-1	-76	-79
COc1ccc(CN(CC2CCCO2)C(=O)c2cc3sccc3n2C)c(OC)c1 (configuration not stated)	-5	1	3	13	-18	5	-18	-1	2	17	17

An excerpt from above in order of formula weight, highest first.
SMILES	CaV13 ICDI inh	Shn3 3UTR inh	Vif imaging	CF NFkB inh	NR2E3 ag-1	PDI inh	MITF TRPM1 inh	KKLEB tox	NR2E3 ag-2	Peg3 promoter	HIF-2a block
COc1ccc(-c2cn(-c3ccc(C)cc3)c(=O)n2CC(=O)Nc2ccc(OC)c(OC)c2)cc1	.	-6	7	-16	-35	3	3	13	2	-45	-60
CC(C)CN(C(=O)c1ccc(=O)n(C)n1)c1nc2ccccc2s1	-4	-31	2	-16	-40	8	-21	23	0	-109	-151
CNC(=O)c1cc(C(=O)c2c(Cl)cccc2Cl)c[nH]1	-4	-10	1	-13	0	3	-5	4	0	-8	5

Next part.
SMILES	CaV13 ICDI inh	Shn3 3UTR inh	Vif imaging	CF NFkB inh	NR2E3 ag-1	PDI inh	MITF TRPM1 inh	KKLEB tox	NR2E3 ag-2	Peg3 promoter	HIF-2a block
O=C(OCC(=O)N1CCCc2ccccc21)c1cccc(S(=O)(=O)N2CCc3ccccc32)c1	-3	7	4	6	-22	-7	8	-1	1	16	35
Clc1ccc(C2=Nn3c(nnc3-c3cccs3)SC2)cc1	-5	-9	3	-11	11	2	-1	0	0	3	16
Cc1cc(C)nc(Nc2ccc(N3CCCC3)cc2)n1	-6	11	1	-10	-10	3	-34	-8	-7	-112	-105
Cc1ccc(S(=O)(=O)NCC(=O)N(CC(=O)NCc2ccc(F)cc2)CC2CCCO2)cc1 (configuration not stated)	-7	-4	-4	12	20	-8	4	2	3	5	9
CN(C)C=NC(=O)c1[nH]c2ccc(Cl)cc2c1-c1ccccc1	-3	-41	-5	22	-31	0	37	2	2	72*	25
Cc1ccccc1NS(=O)(=O)c1cc(C(=O)N2CCc3ccccc3C2)ccc1C	-5	21	3	15	-1	14	-9	0	0	17	-1
COc1ccccc1C1OC2=C(Nc3ccc([N+](=O)[O-])cc3N2)C1=O (configuration not stated)	-20	20	7	-8	-9	10	22	-2	1	8	-1
CCN(CC)S(=O)(=O)c1cccc(C(=O)N/N=C/c2c(C)nn(-c3ccccc3)c2Cl)c1	-4	-10	.	5	3	-5	-6	-12	-2	2	-4
CC(Sc1cccc[n+]1[O-])C(=O)Nc1cccc([N+](=O)[O-])c1 (configuration not stated)	-7	-14	-6	-9	22	9	-14	2	-2	-20	-18
COc1cc(CCN2C(=O)c3cccc4cccc(c34)C2=O)c(S(=O)(=O)N2CCCCCC2)cc1OC	-5	72	-27	16	-29	-18	13	-12	4	43	-6
CC(C)(C)n1nc2c(c1NC(=O)c1cccc(Cl)c1)CS(=O)(=O)C2	-4	-7	6	-19	-7	5	-5	12	-1	7	4
N#Cc1cccc(NC(=O)CSc2n[nH]c(=O)[nH]c2=O)c1	-4	-5	0	7	1	0	4	8	0	-9	0
CCCc1cc(=O)[nH]c(-n2[nH]c3c(c2=O)CCCC3)n1	-6	20	13	-1	9	-7	18	5	-2	1	8
CCN(C(=O)CSc1nnc(NCc2ccccc2)s1)C1CCS(=O)(=O)C1 (configuration not stated)	-5	-42	-17	1	-8	1	0	8	-3	-8	10
O=C(Cn1cnc2c(NCc3ccccc3)ncnc21)NCc1ccccc1	-6	21	.	16	-45	-2	38	-6	.	7	0

Outcome played no part in choosing rows; any-hit rate near 3.3%.
